ARNT-TACC3 inh: ARNT/TACC3 interaction disruption | Q9Y6A5 | AlphaScreen His-ARNT PAS-B/GST-TACC3 binding, luminescence; TACC3 fragment carries E629A point mutation | inhibition, % at 9.99 µM | actives 0.66% (n = 390,000) | AID 623870;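 active = mean inhibition of replicates at least 50% and at least half of replicates each reaching 50%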;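 also: 0% = complete ARNT plus TACC3 wells and 100% = ARNT alone without TACC3; many hits fall short of the cut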
RAD52 anneal inh: RAD52 (human) annealing inhibition | AID 651710 | actives 0.46% (n = 360,000) | P43351 | recombinant RAD52 DNA annealing, FRET fluorescence | inhibition, % at 18.7 µM;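 active = every replicate showing at least 50% inhibition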
CFTR F508del cor: correctors of CFTR F508del function in bronchial epithelial cells. activity (quench increase), % at 7.58 µM. CFBE cells, YFP halide quenching; stimulated with forskolin plus potentiator P3; % fluorescence drop versus neutral controls. actives 0.36% (n = 350,000);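 active = mean added fluorescence quench of at least 8% versus neutral control, with both replicates also reaching 8%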;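 also: cells transiently co-express mutant CFTR-F508del with the halide-sensitive YFP; corrector assay measuring rescue of mutant channel to the surface after 24 h compound exposure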
ERAP1 inh: blocks human ERAP1 aminopeptidase activity; Q9NZ08; recombinant ERAP1, Leu-AMC fluorescence, 60 min; inhibition, % at 10.7 µM; actives 0.15% (n = 340,000); AID 652197;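 active = mean replicate inhibition of at least 30%, or all replicates individually reaching that 30% level; inactive = mean below 30% and not every replicate reaching it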;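 also: 0% = neutral control wells and 100% = L-leucinethiol positive control wells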
Target sequence (Q9NZ08 whole entry, looked up): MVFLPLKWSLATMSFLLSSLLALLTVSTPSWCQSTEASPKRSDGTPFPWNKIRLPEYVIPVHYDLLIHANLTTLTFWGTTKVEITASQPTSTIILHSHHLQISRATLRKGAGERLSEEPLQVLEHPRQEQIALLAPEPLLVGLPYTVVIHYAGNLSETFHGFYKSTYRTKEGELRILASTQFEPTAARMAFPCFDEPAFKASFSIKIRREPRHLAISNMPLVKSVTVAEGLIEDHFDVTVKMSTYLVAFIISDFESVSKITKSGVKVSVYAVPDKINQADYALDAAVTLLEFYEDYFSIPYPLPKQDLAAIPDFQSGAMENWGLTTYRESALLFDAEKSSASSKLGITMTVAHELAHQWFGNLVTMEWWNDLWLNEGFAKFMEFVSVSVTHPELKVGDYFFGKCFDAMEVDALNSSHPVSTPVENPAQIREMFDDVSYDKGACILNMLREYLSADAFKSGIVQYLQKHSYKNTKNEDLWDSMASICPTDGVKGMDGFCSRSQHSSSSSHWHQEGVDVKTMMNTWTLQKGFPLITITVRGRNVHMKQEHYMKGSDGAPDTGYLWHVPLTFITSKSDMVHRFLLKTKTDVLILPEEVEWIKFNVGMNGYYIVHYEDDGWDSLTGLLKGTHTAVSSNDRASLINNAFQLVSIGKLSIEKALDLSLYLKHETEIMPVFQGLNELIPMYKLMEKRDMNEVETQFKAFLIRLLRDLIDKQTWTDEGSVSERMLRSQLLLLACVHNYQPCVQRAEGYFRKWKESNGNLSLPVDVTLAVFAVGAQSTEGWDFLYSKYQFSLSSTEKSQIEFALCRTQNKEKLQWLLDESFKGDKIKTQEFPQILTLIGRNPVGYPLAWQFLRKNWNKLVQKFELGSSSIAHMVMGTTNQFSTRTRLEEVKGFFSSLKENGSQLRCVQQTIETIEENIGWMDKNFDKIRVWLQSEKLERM
Xi reactivation: X-chromosome reactivation activator; XiGFP mouse fibroblasts, % GFP-positive cells imaging, 3 d; cells co-treated with 5-aza-dC sensitizer; scaled so ellipticine positive control = 100%; activation, % at 7.58 µM; actives 0.055% (n = 360,000); AID 743238;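 active = mean normalized replicate activation at least 10% and every replicate at or above 10%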;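 also: 0% = median of on-plate neutral control wells and 100% = ellipticine 6 µM median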
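Assay system – SV40-immortalized XiGFP fibroblast cells, line 68-5-11 · Buffer or medium – DMEM supplemented with 5-aza-dC as sensitizing agent · Dosing – one concentration, pinned · Benchmarks – positive control ellipticine, 6 µM final · Times – 3 days compound exposure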
esBAF inh: blocks esBAF chromatin remodeling in mouse ES cells | reporter increase, % at 12.5 µM | Bmi1-luciferase knock-in reporter, 24 h; 100% = twice the neutral-well signal | actives 2% (n = 350,000); in the data active = activation above about 40%;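 also: 0% = median of the plate's neutral control wells and 100% = double that signal; a rise in the Bmi1 reporter signal indicates esBAF inhibition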
RAD54 branch: inhibitors of human RAD54 branch migration; RAD54 Holliday junction branch migration, FAM/BHQ fluorescence; inhibition, % at 10.4 µM; actives 0.14% (n = 360,000); AID 602329;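 active = mean normalized replicate activity at least 40 and at least half of replicates scoring 40 or more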;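 also: 0% = median of neutral control wells and 100% = median of positive control wells; inhibitors cause a drop in the FAM fluorescence signal; in these data hits start at about 50%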
INS-1E GSIS act: GLuc luminescence reporter in INS-1E cells, primary screen for activators of glucose-dependent secretion of insulin; INS-1E GLuc reporter insulin secretion, 2-3 h; activation, % at 16.6 µM; actives 0.61% (n = 370,000);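 active = lowest replicate activation of at least 40%, so every replicate reaches that level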;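 also: 0% = median of neutral control wells and 100% = median of IBMX positive control wells; some compounds called inactive have numbers as strong as hits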
An asterisk follows results filed as active; i = inactive; · = not tested or not shown. No enrichment for hits; any-hit rate near 3.3%.

SMILES	ARNT-TACC3 inh	RAD52 anneal inh	CFTR F508del cor	ERAP1 inh	Xi reactivation	esBAF inh	RAD54 branch	INS-1E GSIS act
NC(=O)COC(=O)[C@@H]1CC(O)CN1S(=O)(=O)c1ccc2c(c1)OCCO2 (stereo not given in full)	1	-8	3.3	-3	0.0	·	·	8
Cc1ccc2nc(-c3ccc(NC(=O)CSc4nccc(=O)[nH]4)cc3)sc2c1	·	-24	0.8	-2	0.2	·	·	23
C=CCc1c(C)nc(SC)nc1Nc1ccc(C(C)=O)cc1	-2	·	·	·	·	33	-6	-7
Cc1noc(C)c1NC(=O)Nc1ccc2c(c1)C(=O)N([C@H](C)CO)C[C@H](C)[C@H](CN(C)C(=O)Nc1ccc3c(c1)OCO3)OCCCC[C@H](C)O2	1	4	0.1	0	0.3	-1	-6	-6
CC1(C)CC(=O)C(N=Nc2ccc(Br)cc2)=C(O)C1	·	-19	-2.0	·	0.0	·	-3	12
C[C@@H]1CN([C@H](C)CO)C(=O)Cc2cc(NS(=O)(=O)c3ccc(F)cc3)ccc2O[C@H]1CN(C)Cc1ccc(Cl)c(Cl)c1	·	·	-0.5	·	-0.9	13	·	-9
CC(C)CC(N)c1csc(Nc2ccc(C(=O)c3ccccc3)cc2)n1 (stereo not given)	·	-42	4.4	4	-0.1	-1	9	-13
COCCNC(=O)C[C@H]1CC[C@H](NC(=O)NC2CCCC2)[C@H](CO)O1	-3	6	-2.1	0	0.2	0	12	-3
COc1ccc(COC(=O)c2ccc(Br)c(S(=O)(=O)N3CCOCC3)c2)cc1F	-6	-10	-3.5	-2	0.1	-1	2	5
CCOC(=O)N1CCN(C(=O)C2CCN(S(=O)(=O)N3CCC4(CC3)OCCO4)CC2)CC1	2	-6	-0.2	-1	1.0	-5	3	30
CCNC(=O)/C(=C/c1cccc([N+](=O)[O-])c1)NC(=O)c1ccc(C)cc1	2	-11	-1.1	0	0.4	6	·	4
O=C(Nc1cccc(F)c1)N1[C@@H]2CNC[C@H]1C2c1ccc(-c2ccncc2)cc1 (stereo not given in full)	·	18	-4.6	2	0.0	·	·	8
C[C@@H]1CN([C@H](C)CO)C(=O)c2cc(C3=CCCC3)cnc2O[C@H]1CN(C)Cc1ccccc1C(=O)O	-1	10	-0.7	-2	1.0	-1	-8	27
CCCCC(CC(C)O)c1n[nH]c(=S)n1-c1ccccc1 (stereo not given)	-5	-10	·	6	0.5	·	·	-4
COC(=O)C[C@@H]1C[C@@H]2c3cc(NC(=O)Nc4ccccc4)ccc3O[C@@H]2[C@@H](CO)O1	12	1	1.5	-1	0.1	4	9	12
COc1ccc(CCNC(=O)C2CC(c3ccc([N+](=O)[O-])cc3)=NO2)cc1 (stereo not given)	5	4	-3.2	-1	0.0	37	4	·
CCOC(=O)c1c(C)[nH]c(C(=O)OCC(=O)Nc2ccccc2)c1C	-2	-44	-2.7	-2	0.0	-3	3	-42
C[C@H]1CCCCO[C@@H](CN(C)S(=O)(=O)c2cn(C)cn2)[C@@H](C)CN([C@@H](C)CO)C(=O)c2cc(NC(=O)C3CCCCC3)ccc2O1	-1	19	0.0	-3	-0.6	-2	1	-3
CN(C)/C=N/c1sc2c(c1C#N)CCCC2	3	-23	-0.6	11	0.1	19	-4	-3
Cc1cccc2c1c1ccc3c(c1n2C)C(=O)C=CC3=O	-2	-6	-0.9	-1	0.0	-7	2	-11
CN(C)c1ccc(C(=O)OCC(=O)Nc2cccc(S(=O)(=O)N3CCCC3)c2)cc1	-6	-18	1.5	-2	0.2	10	-1	·
CN(C)C(=O)c1ccc(-c2nnc(OCc3nc4ccccc4n3C)c3ccccc23)cc1	7	-10	1.2	-1	1.9	·	·	-17
C[C@H]1CN([C@@H](C)CO)C(=O)c2cccc(NC(=O)c3ccc(-c4nccs4)cc3)c2O[C@H]1CN(C)Cc1ccc(-c2ccccc2)cc1	-2	19	5.3	1	-1.0	0	-5	-24
CCCC#Cc1ccc([C@@H]2[C@@H](CO)N3CCCCN(S(C)(=O)=O)C[C@@H]23)cc1	-10	-19	0.6	-1	0.2	-4	4	-16
O=C(Cc1ccc(Cl)cc1)Nc1ccc(Br)cc1	-4	-17	-4.7	2	0.0	·	9	2
O=S(=O)(CCc1nc2ccccc2[nH]1)c1ccc(Cl)cc1	-5	1	·	-2	0.3	6	-35	6
C[C@H]1CCCCO[C@@H](CN(C)Cc2ccncc2)[C@@H](C)CN([C@@H](C)CO)C(=O)c2cc(NS(=O)(=O)c3cccs3)ccc2O1	0	-1	-0.5	2	-0.2	-2	-4	-1
NC(=O)c1oc2ccccc2c1NC(=O)C1COc2ccccc2O1 (stereo not given)	-4	-24	·	8	0.0	·	·	5
C[C@H]1CN([C@@H](C)CO)C(=O)Cc2cc(NC(=O)Nc3ccc4c(c3)OCO4)ccc2O[C@H]1CN(C)S(=O)(=O)c1ccccc1	·	6	0.8	0	-0.4	5	·	-10
O=c1ccn([C@@H]2O[C@H](CNCc3ccc(-n4cccn4)cc3)[C@@H](O)[C@H]2O)c(=O)[nH]1	·	0	0.2	-3	-0.1	8	-14	10
CC1CCCC(NC(=O)CCC(=O)c2ccc(F)cc2)C1C (stereo not given)	6	-33	1.3	-2	-0.1	3	·	1
CO[C@H]1CN(C)C(=O)c2ccc(NC(C)=O)cc2OC[C@@H](C)N(Cc2nccs2)C[C@@H]1C	-9	-5	1.5	0	0.4	0	3	-9
CC(=O)NC(CC(=O)NC12CC3CC(CC(C3)C1)C2)c1ccccc1 (stereo not given)	-2	·	·	·	-0.1	·	3	0
O=[N+]([O-])c1nn(-c2ccc3c(c2)OCCO3)n(O)c1=NCc1ccc(F)cc1Cl	12	-21	-1.1	-2	0.4	19	·	8
C[C@H](O)C#Cc1ccc2c(c1)O[C@@H](CN(C)C(=O)Nc1ccccc1)[C@@H](C)CN([C@H](C)CO)S2(=O)=O	2	1	-2.3	5	-0.2	-2	1	13
CCOC(=O)N1CCN(S(=O)(=O)N2CCCC(C(=O)NCCc3ccc(OC)c(OC)c3)C2)CC1 (stereo not given)	-3	-8	3.6	-4	0.3	-5	-9	5
COc1cc(C(O)c2nc(-c3ccncc3)cs2)ccc1F (stereo not given)	·	-75	-1.4	1	0.4	-3	9	·
COCC#Cc1cnc2c(c1)C(=O)N([C@H](C)CO)C[C@@H](C)[C@@H](CN(C)C(=O)Nc1ccccc1F)O2	4	-7	1.1	5	-1.3	-3	1	4
CCNc1nc(NCC)n2c(SCC(=O)Nc3ccc(NC(C)=O)cc3)nnc2n1	·	-1	-1.8	0	0.3	1	-11	25
COc1ccc(OC)c(/C=N/c2c(-c3ccc(O)c(OC)c3)nc3ccccn23)c1	·	-10	0.4	-1	0.2	-8	0	3
C[C@H](CO)N1C[C@H](C)[C@@H](CN(C)C(=O)Nc2cccc3ccccc23)Oc2ccc(NS(=O)(=O)c3ccc(F)cc3)cc2CC1=O	8	-6	-2.6	-2	-0.4	7	-16	-4
CC(C)(C)c1ccc(OCCC(=O)NCC(c2cccs2)N2CCOCC2)cc1 (stereo not given)	-4	-11	-3.1	2	0.2	4	4	-41
CCN(CC(=O)Nc1ccc(NC(C)=O)cc1)C(=O)Cc1coc2cc(C)c(C)cc12	-1	2	1.6	0	0.4	-1	-15	-4
Cn1c(SCC(=O)NCc2ccco2)nnc1C1CCCC1	1	-6	0.8	4	-0.1	·	0	7
CC1(C)CC(=O)C=C(c2ccc(-c3ccc(OC(F)(F)F)cc3)cc2)C1=O	·	-4	-2.4	1	0.0	56*	5	-21
C/C=C/c1ccc([C@H]2[C@H]3CN(CCC(F)(F)F)CCCCN3[C@H]2CO)cc1	-1	14	-2.6	0	0.1	-3	15	-3
CC1(C)CC(Cc2ccc(Cl)nc2)N(C(=O)OC(C)(C)C)C1 (stereo not given)	·	-7	-0.1	-4	0.0	-10	-16	·
C[C@H]1CN([C@@H](C)CO)C(=O)c2cccc(NS(=O)(=O)c3ccccc3)c2O[C@H]1CN(C)S(=O)(=O)c1ccc(Cl)cc1	21	·	2.5	·	-1.2	1	-1	-9
COCC(=O)N1CC[C@H]2[C@@H]1c1cc(-c3ccc(F)cc3)ccc1N(C)[C@H]2CO	-4	-35	-0.9	1	0.2	1	4	8
COc1ccc(-c2c([C@H]3[C@@H]4C=CCC[C@@]4(C)C(=O)N3Cc3ccccc3)ccc3ccccc23)cc1OC	-4	-18	-1.5	1	0.0	-4	6	-4
COc1ccc(NC(=O)N(C)C[C@@H]2Oc3ccc(NC(=O)Nc4cccc5ccccc45)cc3C(=O)N([C@@H](C)CO)C[C@H]2C)cc1	-1	16	-1.2	1	-0.1	2	2	5
COc1ccc(S(=O)(=O)Nc2cccc3c2O[C@@H](CN(C)S(=O)(=O)c2c(C)noc2C)[C@H](C)CN([C@@H](C)CO)C3=O)cc1	1	-6	-1.7	0	0.4	5	3	-3
CCn1ccc(-c2ccccc2)c(C#N)c1=O	-1	-5	-2.2	·	0.3	·	·	14
Cc1cc2nc3c(=O)[nH]c(=O)[nH]c3nc2c([N+](=O)[O-])c1N	38	i	4.4	6	0.0	-7	-164	-3
Cc1ccc2nc3c(cc(C(=O)NCCc4ccccc4)c(=N)n3CCCN3CCOCC3)c(=O)n2c1	-6	38	0.1	-3	·	-60	28	10
O=C(c1ccc([N+](=O)[O-])cc1)N1CCCC1	-4	-13	2.7	-2	-0.1	·	-2	8
CC(C)NC(=O)Nc1ccc2c(c1)C(=O)N([C@H](C)CO)C[C@@H](C)[C@@H](CN(C)Cc1ccncc1)O2	3	-4	0.3	3	-0.7	1	-1	15
C=CCNS(=O)(=O)c1ccc2c(c1)n(C)c(=O)n2C	2	-4	1.1	9	-0.1	·	·	6
COc1cc2c(cc1OC)C(c1ccc(Br)cc1)CC(=O)N2 (stereo not given)	3	-5	-0.6	-1	0.0	-3	5	-3
Cc1oc(-c2ccc(Cl)cc2)nc1CN1CCCC(C(=O)NCCCN2CCCC2=O)C1 (stereo not given)	-1	-18	-0.7	·	0.3	-10	4	-4

Carrying on.
SMILES	ARNT-TACC3 inh	RAD52 anneal inh	CFTR F508del cor	ERAP1 inh	Xi reactivation	esBAF inh	RAD54 branch	INS-1E GSIS act
CCC(NS(=O)(=O)c1ccc(OC)cc1)C(=O)NCCc1ccccc1 (stereo not given)	-18	-1	-2.3	-3	0.0	-7	-13	13
C[C@H]1CN([C@@H](C)CO)S(=O)(=O)c2ccc(-c3ccccc3F)cc2O[C@@H]1CN(C)Cc1cncnc1	3	-1	-3.7	-4	0.0	-1	-2	4
NC(=O)C(CCC(=O)c1ccc(Br)cc1)S(=O)(=O)c1ccccc1 (stereo not given)	-1	-12	-2.2	0	-0.2	·	·	-3
CC(=O)Nc1ccc2nc(CN3CCN(CC(C)C)C(CCO)C3)ccc2c1 (stereo not given)	0	-31	2.2	-4	-0.1	5	2	1
C[C@@H]1CN([C@@H](C)CO)C(=O)c2cc(-c3cccc(F)c3)cnc2O[C@@H]1CN(C)C(=O)C1CCOCC1	-8	9	-0.4	1	0.0	4	-2	4

Sorted by SMILES length (falling): part of the list above.
SMILES	ARNT-TACC3 inh	RAD52 anneal inh	CFTR F508del cor	ERAP1 inh	Xi reactivation	esBAF inh	RAD54 branch	INS-1E GSIS act
COc1ccc(CCNC(=O)C2CC(c3ccc([N+](=O)[O-])cc3)=NO2)cc1 (stereo not given)	5	4	-3.2	-1	0.0	37	4	·
CCOC(=O)c1c(C)[nH]c(C(=O)OCC(=O)Nc2ccccc2)c1C	-2	-44	-2.7	-2	0.0	-3	3	-42
CC1(C)CC(Cc2ccc(Cl)nc2)N(C(=O)OC(C)(C)C)C1 (stereo not given)	·	-7	-0.1	-4	0.0	-10	-16	·
